m5-HT2A agonist = activates the mouse 5-HT2A serotonin receptor | P35363 | CHO-K1 mHTR2A beta-arrestin complementation, luminescence; percent of 30 µM serotonin response | activation, % at 7.6 µM | actives 0.66% (n = 360,000) | AID 624169;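 active means activation above a run cutoff, the mean activation of all tested compounds plus 3 SD, cut at about 14% in these data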;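 further: 0% = plate median of compound wells and 100% = 30 µM serotonin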
Target sequence (P35363 whole entry, looked up): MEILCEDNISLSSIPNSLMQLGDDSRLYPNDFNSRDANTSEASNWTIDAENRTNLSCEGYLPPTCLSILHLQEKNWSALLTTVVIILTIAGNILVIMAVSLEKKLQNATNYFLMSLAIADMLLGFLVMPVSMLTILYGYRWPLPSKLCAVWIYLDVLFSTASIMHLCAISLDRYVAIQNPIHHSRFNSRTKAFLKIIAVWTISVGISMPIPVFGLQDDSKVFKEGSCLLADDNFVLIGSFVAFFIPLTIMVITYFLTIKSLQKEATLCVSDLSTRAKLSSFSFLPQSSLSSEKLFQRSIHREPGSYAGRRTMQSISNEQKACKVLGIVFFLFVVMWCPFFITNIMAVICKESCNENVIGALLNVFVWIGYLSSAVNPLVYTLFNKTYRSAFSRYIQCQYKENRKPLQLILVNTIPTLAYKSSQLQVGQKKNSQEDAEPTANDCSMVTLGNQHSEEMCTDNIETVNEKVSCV
N-glyco inh = N-linked glycosylation inhibition | AID 588692 | reporter increase, % at 12.5 µM | D54 ERlucT glycosylation luciferase reporter, 24 h; percent of 100 nM tunicamycin response | actives 0.23% (n = 360,000);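 active means mean luciferase reporter signal, scaled so untreated is 0 and the glycosylation-blocking control 100, at or above a set limit in every replicate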;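 further: luciferase carries N-glycosylation sites so blocking glycosylation raises the light; 0% = median of neutral control wells and 100% = median of 100 nM tunicamycin wells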
ABCB6 inh 2 = inhibitors of human ABC transporter ABCB6; Q9NP58; K562-ABCB6 porphyrin accumulation, flow cytometry, 1 h; stronger effect = lower value; fluorescence ratio to DMSO, % at 10 µM; actives 0.19% (n = 360,000);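 active means fluorescence ratio to DMSO below 75%, the collection mean minus 3 SD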;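 further: signal is porphyrin accumulated inside mitochondria; 100% equals median channel fluorescence of DMSO control wells; lower ratio means ABCB6 inhibition with less porphyrin fluorescence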
Vif inh = inhibitors of HIV Vif | actives 0.35% (n = 340,000) | HEK293T cells, Vif self-association by quenched fluorescence, imaging, 24 h | inhibition, % at 7.49 µM | AID 602346; in the data active means inhibition above about 50%, passing the limit was not always enough; further: some results filed as inactive read as strong as hits
PDI inh = blocks human protein disulfide isomerase activity. P07237. PDI insulin aggregation turbidity, A650, 90 min. inhibition, % at 10 µM. actives 0.052% (n = 350,000);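 active means mean inhibition across replicates of 30% or more, whatever share of single replicates reach that level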;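 further: absorbance from insulin aggregation driven by PDI reduction with DTT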
Target sequence (P07237 whole entry, looked up): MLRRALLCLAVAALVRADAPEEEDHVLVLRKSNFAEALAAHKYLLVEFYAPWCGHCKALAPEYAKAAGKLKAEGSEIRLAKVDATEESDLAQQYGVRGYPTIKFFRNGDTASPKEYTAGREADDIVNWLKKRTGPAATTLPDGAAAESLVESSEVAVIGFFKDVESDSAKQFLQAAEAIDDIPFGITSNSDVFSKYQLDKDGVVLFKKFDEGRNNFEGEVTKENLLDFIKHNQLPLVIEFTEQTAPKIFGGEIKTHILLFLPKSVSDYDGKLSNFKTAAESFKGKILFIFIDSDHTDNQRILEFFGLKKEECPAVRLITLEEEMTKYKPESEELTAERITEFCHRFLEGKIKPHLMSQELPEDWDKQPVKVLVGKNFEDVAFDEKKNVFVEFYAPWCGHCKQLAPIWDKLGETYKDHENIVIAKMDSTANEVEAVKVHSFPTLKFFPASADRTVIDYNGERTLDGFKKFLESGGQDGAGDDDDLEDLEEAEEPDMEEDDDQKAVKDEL
Exocytosis inh = lytic granule exocytosis inhibition | AID 651702 | TALL-104 LAMP-1 surface exposure, flow cytometry; cells stimulated with thapsigargin and PMA | actives 0.66% (n = 360,000) | inhibition, % at 10 µM;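 active means inhibition above about 55%, limit read from the data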
aDG glyco act = increases alpha dystroglycan glycosylation; Pro5-aDG cells, alpha-DG glycosylation AlphaScreen (IIH6); 0% Pro5, 100% B10-LARGE cell signal; activation, % at 10 µM; actives 0.22% (n = 360,000);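 active means activation of at least 8% versus controls, or a plate z-score of at least 8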;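 further: Pro5 are CHO cells carrying HIG-tagged alpha-DG that lacks glycosylation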
CaV13 FRET inh = Disruptors of the CACNA1D IQ motif to Ca2+-dependent inactivation inhibitor domain association, primary screening, Förster resonance energy transfer in intact living …. HEK cells, CFP/YFP FRET ICDI-IQ, plate reader, 10 min; percent FRET-ratio fall versus neutral wells. inhibition, % at 12.3 µM. actives 0.098% (n = 340,000);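 active means mean replicate inhibition of at least 30% and at least 1% of replicates passing that level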;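 further: 0% = median of the neutral control wells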
iPSC survival up = enhancers of human iPSC single-cell survival; hiPSC single-cell survival, ATPlite luminescence; 100% = ROCK inhibitor wells, 0% = DMSO; survival enhancement, % at 20 µM; actives 0.044% (n = 360,000); AID 602274; in the data active means survival enhancement above about 18%;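 further: cells exposed to compounds for 16 hours before the ATP read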
Cardio protect = modulators protecting cardiomyocytes from myocardial damage | AID 588492 | actives 0.63% (n = 360,000) | H9c2 cardiomyocytes, H2O2 injury protection, ATPLite, 2 h | protection from H2O2 cell death, % at 20 µM;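 active means compounds giving at least 50% protection of heart cells from peroxide-induced death in the single-dose screen, raw or plate-pattern-corrected value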;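 further: 0% = DMSO wells with peroxide and 100% = DMSO wells without peroxide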
* hit, by the source's call; · = not tested or not shown. Outcome played no part in choosing rows. Share with any hit: about 3.1%.

no.	Molecule	m5-HT2A agonist	N-glyco inh	ABCB6 inh 2	Vif inh	PDI inh
1	Cc1ccccc1NS(=O)(=O)c1ccc2c(c1)CCC(=O)N2	-1	-1	107	·	-6
2	CCOC(=O)CN1C(=O)C(=O)N(Cc2ccccc2F)C1=O	7	3	96	-2	5
3	Cc1cc(C)nc(NN=C(c2ccccc2)c2ccccc2)n1	3	2	97	-8	-10
4	COc1ccc(NC(=O)CO/N=C/C(=O)Nc2ccccc2C)c([N+](=O)[O-])c1	-11	-1	96	-3	-3
5	COc1ccc(/C=C(\C#N)c2n[nH]c(Cn3cncn3)n2)cc1	-2	0	106	5	2
6	O=C(Nc1nnc(-c2ccc(Cl)cc2)o1)C1=COCCO1	5	4	106	0	1
7	C/C(=N\NC(=O)COc1ccc(C)cc1Br)c1cc([N+](=O)[O-])cs1	14	-2	81	-5	-6
8	Cc1c(C(=O)NCc2ccc(C#N)cc2)sc(=O)n1Cc1ccc(C(=O)N(C)C)cc1	0	-4	98	5	5
9	CCCCOCCCNC(=O)C[C@@H]1C[C@@]2(C(=O)OCC)CCCC=C2N(Cc2cccc3ccccc23)C1=O	4	·	94	·	·
10	O=C(O)c1ccc2c(c1)C(=O)N(N1C(=O)c3ccccc3C1=O)C2=O	-1	2	95	-2	7
11	O=C(c1ccccc1)n1nc(-c2ccccc2)nc1NCc1ccco1	-3	-1	97	6	0
12	COc1cc(C(=O)OCC(=O)c2c[nH]c3ccccc23)ccc1OCC(=O)N1CCOCC1	-1	-3	98	-6	3
13	CCOP(=O)(OCC)c1nc(-c2ccc(Cl)cc2)oc1NCc1ccccc1	-6	-4	98	-8	2
14	CCOc1cc(/C=C2\SC(N3CCCCC3)=NC2=O)ccc1O	-7	5	96	10	23
15	Cc1ccc(C(=O)c2c[nH]c(C(=O)NCCCN3CCOCC3)c2)cc1	-10	2	102	3	-3

no.	Exocytosis inh	aDG glyco act	CaV13 FRET inh	iPSC survival up	Cardio protect
1	14	-0.1	-10	4.5	2
2	-2	0.3	-1	2.5	4
3	2	2.9	-5	-0.1	-4
4	0	0.0	-2	0.0	5
5	-6	-0.2	3	-0.9	-1
6	-1	0.0	9	3.2	4
7	0	2.0	-7	-0.4	-11
8	16	-0.1	-7	0.1	-1
9	4	0.3	-2	-1.0	·
10	-7	-0.1	-5	6.0	0
11	-2	-0.2	-6	-1.8	-7
12	-4	-0.2	-6	-1.0	0
13	-2	0.0	-8	0.8	-6
14	14	-0.2	-20	-0.4	3
15	-1	0.1	-9	2.0	5

(cont.)
no.	Molecule	m5-HT2A agonist	N-glyco inh	ABCB6 inh 2	Vif inh	PDI inh
16	Cc1onc(-c2c(Cl)cccc2Cl)c1C(=O)NC(=S)Nc1sc2c(c1C(N)=O)CCC(C)C2 (stereo not given)	7	0	91	1	-10
17	CCOC(=O)C1=C(c2ccccc2)N=C2SCC(=O)N2C1c1ccc(O)c(OC)c1 (stereo not given)	-4	1	99	-3	1
18	CCOC(=O)COc1ccccc1C1Nc2ccccc2C(=O)N1c1cccc(Cl)c1 (stereo not given)	0	-2	91	4	8
19	CCN(CC)S(=O)(=O)c1ccc(=O)n(CC(=O)N2Cc3ccccc3CC2C(N)=O)c1 (stereo not given)	3	0	99	-8	-2
20	COc1ccc(NC(=O)NNC(=O)C(C)Oc2ccc3ccccc3c2)cc1OC (stereo not given)	7	-2	98	·	0
21	COc1ccc(C2CC(=O)c3c(C)nc(N4CCN(c5ccccc5)CC4)nc3C2)cc1 (stereo not given)	0	-4	94	7	-1
22	COC(=O)c1ccccc1N(C)S(=O)(=O)c1cc2c(cc1C)OCC(=O)N2	5	2	97	2	5
23	CCc1cccc(OCCOC(=O)CNS(=O)(=O)c2ccc(NC(C)=O)cc2)c1	-4	0	93	1	-4
24	Cn1c(=O)oc2cc(S(=O)(=O)NCCC(=O)NCCc3ccc(Cl)cc3)ccc21	-2	-2	94	·	-5
25	Cc1ccc(C)c(C(=O)CN2Cc3ccccc3C2=O)c1	1	1	94	-9	-4
26	O=S(=O)(NC1CCCCC1)c1ccc(Cl)s1	8	-1	97	-4	1
27	Nc1cc(N)cc(-c2nc3ccccc3o2)c1	2	6	117	13	1
28	CCOC(=O)c1c(C)[nH]c(C2=NNC(=NC3CC3)SC2)c1C	3	-23	97	-3	15
29	COc1ccc(NC(=O)CCN2CCN(S(=O)(=O)c3cc(Cl)ccc3Cl)CC2)cc1	-5	0	98	-6	-4
30	O=c1c2ccc([N+](=O)[O-])cc2ncn1CCOc1ccc(Cl)cc1	0	-1	102	-8	2

no.	Exocytosis inh	aDG glyco act	CaV13 FRET inh	iPSC survival up	Cardio protect
16	10	0.4	-12	0.9	0
17	0	-0.2	-8	-0.4	-2
18	-4	0.0	-7	0.0	-8
19	-7	3.4*	-6	-0.4	5
20	2	0.0	-6	-0.3	-4
21	3	0.1	-5	-0.9	-6
22	-4	-0.3	-7	2.0	-5
23	0	0.0	-6	-0.3	2
24	0	-0.2	-4	-4.2	-2
25	-9	0.0	-5	-0.4	-1
26	-2	-0.2	-8	1.6	-10
27	2	-0.3	-5	-1.4	2
28	0	-0.1	·	-3.3	-17
29	8	-0.3	-7	-0.8	-6
30	4	-0.4	-21	-0.6	24

Structures from the list above with an NH in an aromatic ring, in the order listed:
no.	Molecule	m5-HT2A agonist	N-glyco inh	ABCB6 inh 2	Vif inh	PDI inh
5	COc1ccc(/C=C(\C#N)c2n[nH]c(Cn3cncn3)n2)cc1	-2	0	106	5	2
12	COc1cc(C(=O)OCC(=O)c2c[nH]c3ccccc23)ccc1OCC(=O)N1CCOCC1	-1	-3	98	-6	3
15	Cc1ccc(C(=O)c2c[nH]c(C(=O)NCCCN3CCOCC3)c2)cc1	-10	2	102	3	-3
28	CCOC(=O)c1c(C)[nH]c(C2=NNC(=NC3CC3)SC2)c1C	3	-23	97	-3	15

no.	Exocytosis inh	aDG glyco act	CaV13 FRET inh	iPSC survival up	Cardio protect
5	-6	-0.2	3	-0.9	-1
12	-4	-0.2	-6	-1.0	0
15	-1	0.1	-9	2.0	5
28	0	-0.1	·	-3.3	-17

Arranged by the number under aDG glyco act (ascending): some entries from above
No. | SMILES | m5-HT2A agonist | N-glyco inh | ABCB6 inh 2 | Vif inh | PDI inh | Exocytosis inh | aDG glyco act | CaV13 FRET inh
27 | Nc1cc(N)cc(-c2nc3ccccc3o2)c1 | 2 | 6 | 117 | 13 | 1 | 2 | -0.3 | -5
17 | CCOC(=O)C1=C(c2ccccc2)N=C2SCC(=O)N2C1c1ccc(O)c(OC)c1 (stereo not given) | -4 | 1 | 99 | -3 | 1 | 0 | -0.2 | -8
16 | Cc1onc(-c2c(Cl)cccc2Cl)c1C(=O)NC(=S)Nc1sc2c(c1C(N)=O)CCC(C)C2 (stereo not given) | 7 | 0 | 91 | 1 | -10 | 10 | 0.4 | -12

(listing goes on)
no.	Molecule	m5-HT2A agonist	N-glyco inh	ABCB6 inh 2	Vif inh	PDI inh
31	COC(C[C@H](O)C[C@@H](O)COCc1ccccc1)OC	-9	3	107	5	1
32	COc1ccc(C(C)NC(=O)C2CCCC2)cc1 (stereo not given)	-3	0	94	0	6
33	CCCCn1c(=O)c2c(O)cc(=O)oc2c2ccccc21	-2	1	97	0	-25
34	c1ccc(SCCOCCN2CCc3ccccc3C2)cc1	-7	1	102	0	-1
35	CN(C(=O)CSc1nncc2ccccc12)c1ccccc1	7	-1	88	17	0
36	CC(C)C(N)c1csc(NC(=O)Nc2ccc(OC(F)(F)F)cc2)n1 (stereo not given)	-5	-6	92	·	1
37	Cc1cc(C)c(C(N)=O)c(Cl)n1	0	2	98	9	-2
38	Cc1ccc(NC(=O)C2C(=O)N(C)c3ccccc32)cc1 (stereo not given)	-2	4	104	0	1
39	O=C(NC(N1CCCC1)C(Cl)(Cl)Cl)c1ccccc1 (stereo not given)	0	·	107	·	-8
40	C[C@@H]1NC(=O)c2cc([N+](=O)[O-])cc(I)c2OCC[C@@H](C(N)=O)NC(=O)[C@H](CCCCN)NC1=O	3	0	99	3	-5
41	COc1cccc(/C=N/NC(=O)c2c(-c3ccccc3)noc2C)c1	0	0	87	0	-2
42	COC(=O)COn1c(-n2nc(C)cc2C)nc2ccccc2c1=O	-3	3	98	2	-1
43	CC(=O)Nc1ccc(S(=O)(=O)NCC(=O)Nc2ccc3c(c2)OCO3)cc1	-2	1	97	3	-7
44	COc1cccc(N2CCN(C3CC(=O)N(c4ccc(F)c(Cl)c4)C3=O)CC2)c1 (stereo not given)	5	0	100	·	-11
45	O=C(Nc1ccccc1)OCC1CCCO1 (stereo not given)	0	1	96	8	2

no.	Exocytosis inh	aDG glyco act	CaV13 FRET inh	iPSC survival up	Cardio protect
31	2	0.4	·	9.0	6
32	-5	-0.2	-2	0.2	2
33	1	0.0	-4	-1.3	-1
34	-2	0.3	-4	-2.0	-1
35	0	-0.3	-9	0.0	9
36	1	2.1	-7	2.1	-21
37	-1	0.0	4	-0.5	0
38	3	-0.2	-5	0.6	1
39	4	-0.1	·	-2.0	8
40	1	0.0	·	1.0	6
41	-1	0.2	-4	1.6	0
42	1	0.1	-5	-2.8	5
43	-7	-0.2	-6	-0.9	-2
44	-3	0.3	-4	2.1	-2
45	-5	0.0	-5	1.0	-2

(further entries)
no.	Molecule	m5-HT2A agonist	N-glyco inh	ABCB6 inh 2	Vif inh	PDI inh
46	S=C(NCc1ccc2c(c1)OCO2)Nc1ccc(-c2nc3ccccc3[nH]2)cc1	3	-3	90	-7	5
47	COC(=O)CCCC(=O)NC1CCCN(C2Cc3ccccc3C2)C1 (stereo not given)	5	6	101	-3	-2
48	COc1ccccc1C(OC(=O)c1ccco1)C(=O)NC(C)(C)C (stereo not given)	3	-1	101	-3	0
49	CCOC(=O)N1CCN(Cc2nc(-c3ccc(C)cc3)no2)CC1	0	1	92	-7	-12
50	CCN(CC)C(=O)[C@H]1CC(CC(=O)NCc2cccc(C(F)(F)F)c2)C(=O)N2CCc3c([nH]c4ccccc34)[C@]12C (stereo not given in full)	5	-2	101	·	18
51	COc1ccc(C2CC(=O)Nc3ccccc3S2(=O)=O)cc1OC (stereo not given)	-8	-2	100	-4	-21
52	Fc1ccccc1-c1nnc2n1N=C(c1ccc(OC(F)F)c(OCC3CC3)c1)CS2	2	3	96	0	-4
53	CC(C)NC(=O)c1ccccc1NC(=O)c1ccccc1N(C)S(C)(=O)=O	12	3	103	·	1
54	CCN(CC)c1ccc(NC(=O)CN2CCN(S(=O)(=O)c3cc(Cl)ccc3OC)CC2)cc1	1	-5	98	·	4
55	CC(NC(=O)c1ccccc1Br)c1nnc(SCC(=O)NC2CCCCC2)n1C (stereo not given)	2	0	90	1	9

no.	Exocytosis inh	aDG glyco act	CaV13 FRET inh	iPSC survival up	Cardio protect
46	4	1.5	-3	0.4	-9
47	-6	0.0	-5	-0.2	7
48	0	2.2	-5	-1.2	8
49	1	0.5	-5	0.1	-2
50	2	-0.1	-5	-0.2	-20
51	-1	0.0	·	2.4	11
52	3	0.2	-4	2.0	3
53	1	0.2	-9	1.2	0
54	1	1.6	-5	-0.1	-4
55	-1	0.0	-8	1.3	0

Source: PubChem BioAssay
